Screens (PubChem)
TWEAK-Fn14 inh: inhibitors of TWEAK-Fn14 signaling, primary screen, luciferase reporter cells, uHTS; actives 2% (n = 360,000); TWEAK-stimulated Fn14 reporter cells, luciferase luminescence, 8 h; AID 1159606, 2016; inhibition, % at 10 µM; in the data active = inhibition above about 50%
LMP1 NFkB inh: EBV LMP1-driven NF-kappaB luciferase reporter inhibitors, primary screen, cell-based, luminescence, single point. LMP1-induced NF-kappaB luciferase reporter cells. inhibition, % at 12.5 µM. actives 0.69% (n = 350,000). AID 504558, 2011; in the data active = inhibition above about 41%;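 also: 0% = neutral control wells and 100% = reference inhibitor control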
NCOA3 inh: SRC3 coactivator transcriptional activity inhibitors, primary screen, cell-based, luminescence; HEK293 GAL4-SRC3 luciferase reporter; inhibition, % at 3.6 µM; actives 0.17% (n = 360,000); Nuclear receptor coactivator 3 (Homo sapiens), Q9Y6Q9;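 active = inhibition above a per-campaign cutoff, the mean of all compounds plus 3 SD, cut at about 60% in these data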;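 also: 0% = DMSO-treated cells and 100% = gossypol-treated cells at 36 µM; higher means less SRC3-driven luciferase light from the GAL4 reporter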
COUP-TFII inh: NR2F2 transcriptional activity inhibitors, primary screen, cell-based, luciferase reporter, HEK293T, luminescence; COUP transcription factor 2 (Homo sapiens), P24468; HEK293T NGFI-A luciferase reporter; inhibition, % at 8.6 µM; actives 0.7% (n = 370,000);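 active = inhibition above a per-plate cutoff, mean inhibition of test wells between control levels plus 3 SD, cut at about 38% in these data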;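 also: cells cotransfected with COUP-TFII expression vector driving the NGFI-A reporter; 0% = median of COUP-TF2 test wells and 100% = reporter-only cells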
TLR9-MyD88 inh: inhibitors of TLR9-MyD88 association in cells, primary screen, cell-based, CHO, BLA complementation, fluorescence; CCF4 FRET ratio; inhibition, % at 4.98 µM; actives 0.21% (n = 340,000); AID 504734, 2011;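 active = inhibition above the mean over all tested compounds plus 3 SD, cut at about 21% in these data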;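 also: 0% = DMSO only wells and 100% = clavulanate BLA inhibitor control wells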
Target sequence (Q99836 whole entry, looked up): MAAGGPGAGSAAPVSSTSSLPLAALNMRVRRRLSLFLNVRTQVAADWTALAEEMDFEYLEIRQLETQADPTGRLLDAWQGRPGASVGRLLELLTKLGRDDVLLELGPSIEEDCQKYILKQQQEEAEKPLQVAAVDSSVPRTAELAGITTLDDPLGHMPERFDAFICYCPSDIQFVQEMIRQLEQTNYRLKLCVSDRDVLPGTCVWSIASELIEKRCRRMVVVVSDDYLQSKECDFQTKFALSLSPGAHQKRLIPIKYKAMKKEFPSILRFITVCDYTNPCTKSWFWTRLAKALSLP
Target sequence (Q9NR96 whole entry, looked up): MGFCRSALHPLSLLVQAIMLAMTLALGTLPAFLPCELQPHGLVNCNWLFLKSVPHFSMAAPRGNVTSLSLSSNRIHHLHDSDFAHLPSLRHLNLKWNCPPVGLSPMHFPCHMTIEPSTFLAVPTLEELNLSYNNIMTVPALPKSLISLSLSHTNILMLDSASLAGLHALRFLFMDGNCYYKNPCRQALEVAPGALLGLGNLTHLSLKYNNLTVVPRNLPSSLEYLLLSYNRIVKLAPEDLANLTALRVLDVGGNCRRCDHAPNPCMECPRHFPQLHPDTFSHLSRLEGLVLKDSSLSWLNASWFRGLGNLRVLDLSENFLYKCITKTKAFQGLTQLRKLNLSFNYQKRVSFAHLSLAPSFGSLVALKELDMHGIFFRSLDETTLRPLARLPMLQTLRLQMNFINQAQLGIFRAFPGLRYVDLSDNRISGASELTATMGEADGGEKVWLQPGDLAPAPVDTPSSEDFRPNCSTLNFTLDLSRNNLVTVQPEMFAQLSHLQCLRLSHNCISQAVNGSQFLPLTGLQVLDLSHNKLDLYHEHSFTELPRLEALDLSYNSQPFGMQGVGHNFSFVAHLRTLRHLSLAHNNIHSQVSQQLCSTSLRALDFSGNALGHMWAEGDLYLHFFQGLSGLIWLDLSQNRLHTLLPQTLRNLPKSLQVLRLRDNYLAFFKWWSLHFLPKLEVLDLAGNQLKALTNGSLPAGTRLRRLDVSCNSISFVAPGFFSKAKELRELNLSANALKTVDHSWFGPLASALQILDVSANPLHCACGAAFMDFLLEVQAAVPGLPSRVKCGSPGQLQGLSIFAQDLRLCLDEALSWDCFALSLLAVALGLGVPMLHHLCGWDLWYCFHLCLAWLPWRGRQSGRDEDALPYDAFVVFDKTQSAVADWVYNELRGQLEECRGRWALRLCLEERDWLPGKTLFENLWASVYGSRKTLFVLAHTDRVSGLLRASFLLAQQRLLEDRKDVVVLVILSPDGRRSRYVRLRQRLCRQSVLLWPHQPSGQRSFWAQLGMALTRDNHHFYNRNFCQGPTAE
SRC1 inh: SRC1 coactivator transcriptional activity inhibitors, primary screen, cell-based, luminescence; actives 0.12% (n = 360,000); HEK293 GAL4-SRC1 luciferase reporter; AID 588354, 2011; Nuclear receptor coactivator 1 (Homo sapiens), Q15788; inhibition, % at 3.6 µM;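 active = inhibition above the campaign mean plus 3 SD, with each screening campaign given its own cutoff, cut at about 60% in these data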;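 also: 0% = DMSO treated cells and 100% = gossypol at 36 µM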
NOD2-RIPK2 inh: NOD2-RIPK2 binding disruptors in cells, primary screen, fluorescence, CHO cells, BLA complementation; inhibition, % at 4.98 µM; Receptor-interacting serine/threonine-protein kinase 2 (Homo sapiens), O43353; actives 0.38% (n = 360,000); AID 624267, 2012; CCF4 ratio; in the data active = inhibition above about 21%;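 also: 0% = vehicle only and 100% = reference blocker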
TROY NFkB inh: inhibitors of TROY-driven NF-kB signaling, primary screen, Q293 LMP1-TROYcd cells, NF-kB luciferase, uHTS. Q293 LMP1-TROYcd NF-kB luciferase reporter, 4 h. inhibition, % at 10 µM. actives 0.98% (n = 360,000);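 active = compounds whose plate-normalised and pattern-corrected inhibition of the luciferase reporter signal at the single screening dose is 50% or more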
SRC2 inh: inhibition of GAL4-SRC2 driven luciferase reporter, primary screen, SRC2 inhibitor project, cell-based, luminescence; Nuclear receptor coactivator 2 (Homo sapiens), Q15596; HEK293 GAL4-SRC2 luciferase reporter; inhibition, % at 9 µM; actives 0.17% (n = 370,000);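 active = inhibition above the mean inhibition of all tested compounds plus 3 SD, set per campaign, cut at about 52% in these data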;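 also: 0% = DMSO treated cells and 100% = cells given Gossypol at 36 µM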
LRH-1 inv ag: LRH-1 (NR5A2) inverse agonists, primary screen, cell-based, luminescence, HEK293T, StAR-luciferase reporter | Nuclear receptor subfamily 5 group A member 2 (Homo sapiens), O00482 | LRH-1 transfected, 24 h | inhibition, % at 3.6 µM | actives 0.13% (n = 360,000);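 active = inhibition above the mean inhibition of all tested compounds plus 3 SD, cut at about 73% in these data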;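 also: 0% = DMSO wells and 100% = reporter-only cells lacking LRH-1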
C8 TRAIL sens: viability loss with TRAIL in NB7+C8 cells, primary screen, TRAIL sensitizer project, cell-based, ATPlite luminescence | inhibition (viability loss, TRAIL sensitization), % at 10 µM | actives 1% (n = 360,000);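 active = compounds causing at least 50% loss of cell viability in the single-dose screen, relative to plate controls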
Active calls of the source: *; . = no result given. Some of the compounds tested. The share of hits here may be higher or lower than overall.

SMILES	TWEAK-Fn14 inh	LMP1 NFkB inh	NCOA3 inh	COUP-TFII inh	TLR9-MyD88 inh	SRC1 inh	NOD2-RIPK2 inh	TROY NFkB inh	SRC2 inh	LRH-1 inv ag	C8 TRAIL sens
COc1ccc2[nH]c(C)c(CCNC(=S)Nc3ccc(C)cc3)c2c1	1	14	20	-6	5	12	4	-12	-13	0	5
COc1ccccc1CNC(=O)c1ccc(S(=O)(=O)N(C)c2ccccc2)cc1	10	-2	18	14	-1	-1	9	4	-28	-14	4
Cc1nn(Cc2ccc(Cl)c(Cl)c2)c(C)c1NC(=O)c1cn(-c2ccccc2)nc1-c1ccccc1	40	10	-6	5	-8	7	-8	2	2	20	-1
CC(C)Oc1ccc(CN2CCC2(C)C(=O)Nc2cnc3ccccc3c2)cc1 (stereo not drawn)	14	.	7	6	.	12	19	17	-1	10	2
O=C(O)C1=C[C@@H](c2ccc(C(F)(F)F)cc2)C[C@@H](OCCCCO)O1	8	2	3	8	-4	-8	2	8	-6	1	3
COc1ccc(S(=O)(=O)N2CCSCC2)cc1	19	-4	-4	27	9	1	-1	-5	11	-4	-6
Cc1[nH]nc2c1C(c1ccc(N(C)C)cc1)C1=C(CC(C)(C)CC1=O)N2 (stereo not drawn)	-8	10	7	-6	-2	-5	6	16	-7	-4	-15
O=C(Nc1ccccc1N1CCOCC1)C1=NN(c2c(F)c(F)cc(F)c2F)C(=O)CC1	8	4	7	-1	-5	-6	-1	-1	-7	-14	1
Cc1ccc(Cn2ccc(NC(=O)c3cc4nc(-c5ccco5)cc(C(F)(F)F)n4n3)n2)cc1	10	-2	6	-3	-9	4	-11	6	0	13	15
COc1ccc(NC(=O)CCCn2c(=O)[nH]c3ccccc3c2=O)cc1	3	-31	-25	-13	1	-9	-2	-5	-20	-23	-4
c1ccc2c(c1)OCC(CNc1ncnc3sccc13)O2 (stereo not drawn)	51*	19	33	78*	-7	20	0	0	30	42	35
Cc1c(C(=O)O)nnn1-c1nonc1N	1	-6	6	3	-5	4	-4	10	-12	1	7
CN(CC(=O)Nc1ccccc1Br)C(=O)c1cc(Cl)nc2ccccc12	2	-14	8	-16	-1	5	2	7	-31	2	4
Cc1ccc(CS(=O)(=O)c2cn(CC(=O)Nc3ccon3)c3ccccc23)cc1	-3	-4	3	1	4	-21	-11	3	-15	3	13
COc1ccc(-n2c(-c3ccc(OC)c(OC)c3)n[nH]c2=S)cc1	-3	4	10	-8	1	0	4	-4	-46	11	0
O=C(NNC(=O)c1ccccc1F)c1ccc(S(=O)(=O)N2CCCC2)cc1	7	-3	-11	-1	5	-1	0	-10	-15	3	-8
CN(CCc1cnn(C)c1)Cc1nc(CC2CC2)no1	-17	0	8	-9	3	-10	-4	-1	-4	-19	-6
O=C(Nc1ccc(N2CCN(C(=O)c3ccccc3F)CC2)cc1)c1ncn[nH]1	-3	4	13	-3	-2	-8	0	-4	15	-4	-6
CCOC(=O)C1CCC(CN(Cc2ccccc2)S(=O)(=O)c2ccc([N+](=O)[O-])cc2)CC1 (stereo not drawn)	5	3	13	10	-7	-11	-2	10	11	-7	22
CC1(c2nnc(-c3ccccc3)o2)CC(c2ccc(F)cc2)=NO1 (stereo not drawn)	-10	-10	-1	6	-1	-7	10	10	2	-5	-1
CC(=O)N1N=C(c2cccc(NS(=O)(=O)c3ccc(C)cc3)c2)CC1c1ccco1 (stereo not drawn)	17	-5	15	-4	1	-2	2	6	2	-6	7
Cc1ccc(C)c(NC(=S)N=Nc2c(O)n(C)c3ccc(S(=O)(=O)N4CCOCC4)cc23)c1	-1	39	3	-1	-3	-15	-2	0	-4	-20	13
CCC(=O)N1c2ccccc2NC2=C(C(=O)CC(C)(C)C2)C1c1cccnc1 (stereo not drawn)	2	-3	12	-5	10	12	-10	8	-34	-13	-5
c1ccc(-c2noc(-c3ccc4ccccc4c3)n2)nc1	105*	82*	56	.	2	30	1	86*	.	20	87*
NNC(=O)C(=O)NCCCN1CCOCC1	-13	-1	-22	6	6	-23	8	2	-9	14	-2

New compounds follow
SMILES	TWEAK-Fn14 inh	LMP1 NFkB inh	NCOA3 inh	COUP-TFII inh	TLR9-MyD88 inh	SRC1 inh	NOD2-RIPK2 inh	TROY NFkB inh	SRC2 inh	LRH-1 inv ag	C8 TRAIL sens
Cc1c(C(=O)Nc2c(C)n(C)n(-c3ccccc3)c2=O)oc2c(Cl)cccc12	14	2	17	6	-3	8	-4	6	-30	-2	-14
COc1ccc(-n2ccc(=O)c3c2CCCC3=O)cc1	4	0	-30	5	-3	12	0	15	-19	2	1
COc1ccccc1N1CCN(C(=O)c2cc(=O)c3cc(C)cc(C)c3o2)CC1	13	-1	-10	-26	-5	2	9	17	14	4	27
CC(=O)c1ccc(NC2=C(N3CCOCC3)C(=O)c3ccccc3C2=O)cc1	28	-5	-7	-14	3	-14	-15	17	-38	18	16
S=c1[nH]nc(C2CCCCC2)o1	0	-1	8	10	4	3	7	-4	0	13	-9
CCn1c(SCC(=O)N/N=C/c2ccc(C)o2)nnc1-c1ccccc1	14	-2	11	17	-7	1	2	4	-13	2	12
CCc1nc2ccc(C(=O)NCCOc3ccc(OC)cc3)cn2c1N(C)Cc1cccs1	4	.	13	19	.	21	-1	5	-3	32	13
Cc1nn(-c2ccc(F)cc2)c(Cl)c1C(=O)NCC1CCCO1 (stereo not drawn)	-3	5	-2	-4	9	5	-7	-2	10	3	-3
CCCN1CNC(=S)N(Cc2ccccc2)C1	9	-4	5	-11	5	-6	-1	1	-6	16	8
Cc1cc(Cl)ccc1OC(C)C(=O)NC(C)C1CCCO1 (stereo not drawn)	0	6	-3	5	-4	11	-6	12	4	10	-9
CC(=O)c1cccc(OC(=O)C2=CC=CN3CCS(=O)(=O)N=C23)c1	8	1	6	-13	7	-8	-10	4	-11	-9	-6
COc1ccc(CN2CCc3ccc(NC(=O)c4ccncc4)cc3C2)c(F)c1	-6	5	11	11	3	4	-9	-9	3	0	13
O=C(Nc1cccc([N+](=O)[O-])c1)C1CC(=O)N(Cc2ccccc2)C1 (stereo not drawn)	0	-9	16	-1	5	-13	4	-11	6	7	-2
CC(=O)Nc1cccc(OCC(=O)/C=C2\N(C)c3ccccc3C2(C)C)c1	10	21	11	2	15	2	-12	13	-28	-2	-1
C/C=C\C=C\C(=O)N1CC2(CC(c3cccc(NC(=O)CC)c3)=NO2)C[C@H]1C(N)=O (stereo partly drawn)	-6	1	-5	11	6	1	-12	-14	7	6	-16
CCC(=O)c1ccc(N2CCN(C(=O)c3cccc(F)c3)CC2)c(F)c1	-15	3	8	4	0	-1	-8	-21	-5	0	0
O=C(Cn1cc(F)c(=O)[nH]c1=O)NCCO	15	8	8	12	-9	7	-6	-5	-14	1	-4
CCOc1cccc(NC(=O)C2CC(=O)N(c3ccc(F)cc3)C2)c1 (stereo not drawn)	19	-2	15	-24	-7	14	-2	-1	34	10	1
Cc1ccsc1CNC(=O)c1c(-c2ccccc2)noc1C	-3	0	1	0	-8	2	-17	-17	-4	4	2
Cc1cc[n+](CC(=O)Nc2cc(C(F)(F)F)ccc2Cl)cc1	-11	-1	10	7	-1	-7	3	-4	-15	14	-10
CCCC1(c2ccccc2)NC(=O)N(CC(=O)NCc2ccc(C)cc2)C1=O (stereo not drawn)	-6	1	2	15	2	4	-8	-3	17	15	-4
Cc1cc(OCC(=O)NN2C(=O)c3ccccc3C2=O)ccc1Cl	-24	7	0	-29	-2	4	3	-16	-10	9	-8
COc1ccc(Oc2nccc(OC)c2C#N)cc1	-15	-6	-2	-5	1	-30	-9	-24	-5	-14	-18
O=C(N/N=C/c1cccc([N+](=O)[O-])c1)c1cc2ccccc2o1	-31	4	-19	7	-4	-38	-6	-28	-8	-8	3
C=CCNC(=O)c1onc(CSc2ccc(Cl)cc2)c1C(=O)NCC=C	-2	-6	-12	-1	-1	11	-9	-19	12	0	3

Carrying on:
SMILES	TWEAK-Fn14 inh	LMP1 NFkB inh	NCOA3 inh	COUP-TFII inh	TLR9-MyD88 inh	SRC1 inh	NOD2-RIPK2 inh	TROY NFkB inh	SRC2 inh	LRH-1 inv ag	C8 TRAIL sens
CC(=O)c1cccc(NC(=O)C2(C)Cc3c(-c4cccc(C(N)=O)c4)ccnc3O2)c1 (stereo not drawn)	-25	.	-2	7	.	8	1	12	5	12	-16
CCCCN(Cc1cc2ccccc2[nH]c1=O)S(C)(=O)=O	9	8	17	-3	1	12	-11	18	-21	-2	-19
CN1CCN(S(=O)(=O)c2ccc(NC(=O)c3ccccc3Cl)cc2)CC1	0	-9	8	0	6	18	5	4	-14	10	-17
CO/N=C/c1ccc(Sc2ccc(C)cc2)c([N+](=O)[O-])c1	-22	-19	2	-3	-4	15	-18	-28	-16	7	5
COc1ccc([N+](=O)[O-])cc1NC(=O)c1cccs1	-33	-2	15	7	-3	-6	-8	-26	-19	22	-1
COc1ccc(OC)c(NC(=S)N2CCC(C(O)(c3ccccc3)c3ccccc3)CC2)c1	4	7	-1	-7	4	-5	2	4	-3	9	-8
O=C(CCCn1c(=O)c2ccccc2n(CC(=O)NCc2ccco2)c1=O)NCc1ccco1	9	-2	0	-1	8	-5	-9	-35	-21	3	-2
CNC(=S)NNC(=O)c1ccc(C(C)(C)C)cc1	6	-11	-38	-2	-1	-22	2	-9	-11	-47	4
NS(=O)(=O)c1ccc(CCNCc2cc(Br)ccc2OCc2ccccc2F)cc1	8	4	18	14	1	-12	-4	17	0	-1	18
CCn1c(N2CCN(CC(=O)c3c(C)n(C)c4ccccc34)CC2)nc2c1c(=O)[nH]c(=O)n2C	-20	2	2	10	3	-7	0	9	-6	-18	-2
Cc1cc(C)cc(OCC(=O)Nc2ccccc2C(=O)NCc2ccco2)c1	8	-4	-20	0	-2	-6	-7	-60	-43	-7	18
CCOCCCNC(=O)COc1ccc(OC)cc1	-12	0	17	-10	1	9	-9	-15	15	-13	-15
COc1cccc(-c2nc(CS(=O)(=O)CC(=O)NCCc3cc(OC)ccc3OC)c(C)o2)c1	9	-5	-10	17	3	-2	-13	-6	-15	5	6
Nc1ccc2nc(-c3ccccc3)sc2c1	90*	34	-55	-17	2	-59	2	22	-8	-44	76*
COc1ccc(-c2cc(-c3ccco3)[nH]c(=O)c2C#N)cc1	0	-7	1	-6	-12	5	-6	8	5	0	-3
COc1cc2[nH]c(C(=O)N(C)Cc3ccccc3)cc2c(OC)c1OC	-18	3	3	3	-14	-11	-2	-14	-50	15	6
